High-throughput results: PubChem BioAssay, National Center for Advancing Translational Sciences (NCATS)
SNCA expr inhib: Primary qHTS assay for inhibitors of alpha-synuclein gene (SNCA) expression | AID 1671194, 2021 | HEK-293 SNCA-luciferase knock-in, luminescence, 24 h | 140,000 compounds, 0.17% hits | Potency, µM (titrated, usually from 57.2 µM), for the others: at the highest dose activity change, negative = inhibition, usual class: inhibitors;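 also: potency is read from the fitted curve at half-maximal effect; plate controls were DMSO cells for no effect and cell-free wells for full effect; nearly all actives have a fitted effect of over 45% in size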
IP6K1 inhibitor: Primary qHTS assay for small molecule inhibitors of Inositol hexaphosphate kinase 1 (IP6K1); activity change, % (series mostly up to about 58 µM); 140,000 compounds, 0.81% hits; Inositol hexakisphosphate kinase 1 (Homo sapiens), Q92551; AID 1645851, 2021; IP6K1 kinase, ADP-Glo luminescence, 2 h; hits give low values; in the data active = activity change below about -25%
Target sequence (Q92551 whole entry, looked up): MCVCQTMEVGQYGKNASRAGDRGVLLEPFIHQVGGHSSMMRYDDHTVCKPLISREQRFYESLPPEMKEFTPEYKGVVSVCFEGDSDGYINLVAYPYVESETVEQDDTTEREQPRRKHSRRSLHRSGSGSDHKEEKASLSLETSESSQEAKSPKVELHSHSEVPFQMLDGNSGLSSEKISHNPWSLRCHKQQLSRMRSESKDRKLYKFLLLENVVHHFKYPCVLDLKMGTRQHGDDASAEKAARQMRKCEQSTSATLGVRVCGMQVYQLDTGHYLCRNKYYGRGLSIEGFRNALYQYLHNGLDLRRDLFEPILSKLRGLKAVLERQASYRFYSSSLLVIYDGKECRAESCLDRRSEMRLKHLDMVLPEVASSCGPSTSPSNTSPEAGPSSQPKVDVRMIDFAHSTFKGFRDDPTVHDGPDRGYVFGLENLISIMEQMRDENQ
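ADP-Glo luminescence measures ADP made by human IP6K1 during a 2 h RT reaction with ATP/IP6 (mix at 1.3 mM/130 uM); top library doses 57.5 and 19.1 uM final.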
Luciferase inh: Firefly luciferase inhibition profiling of diverse chemical library using quantitative high-throughput screening; Potency, µM (series often up to 115 µM), without a hit: at the highest dose activity change, negative = inhibition, usual class: inhibitors; AID 1347043, 2019; purified P. pyralis luciferase, luminescence, biochemical; 76,000 compounds, 2.5% hits; also: potency is read from the fitted curve at half-maximal effect; nearly all actives have a fitted effect of over 65% in size
Target sequence (P08659 whole entry, looked up): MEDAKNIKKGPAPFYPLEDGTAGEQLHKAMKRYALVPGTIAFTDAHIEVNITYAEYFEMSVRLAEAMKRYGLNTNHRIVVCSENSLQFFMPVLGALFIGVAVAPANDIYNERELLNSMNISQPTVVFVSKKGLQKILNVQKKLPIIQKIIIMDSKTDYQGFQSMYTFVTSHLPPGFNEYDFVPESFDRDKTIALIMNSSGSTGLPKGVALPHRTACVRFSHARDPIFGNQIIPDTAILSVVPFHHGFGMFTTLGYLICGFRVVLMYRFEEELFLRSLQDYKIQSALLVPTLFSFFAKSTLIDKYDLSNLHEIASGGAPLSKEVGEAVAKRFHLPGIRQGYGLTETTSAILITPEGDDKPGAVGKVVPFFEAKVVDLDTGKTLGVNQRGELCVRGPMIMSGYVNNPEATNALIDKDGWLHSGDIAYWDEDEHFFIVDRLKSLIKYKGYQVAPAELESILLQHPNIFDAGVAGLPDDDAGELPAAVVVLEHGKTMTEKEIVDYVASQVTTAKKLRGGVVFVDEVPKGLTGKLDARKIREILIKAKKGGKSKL
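Cell-free enzyme assay, 10nM P. pyralis luciferase, luciferin and ATP each at 10uM. Inhibition profiled over a 6-point titration, read as luminescence.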
HEK cytotox: Cytotoxic Profiling in HEK 293 Cell Line of Diverse Libraries Using Quantitative High-Throughput Screening | Potency, µM (series often up to 115 µM), inactives show at the top dose activity change, negative = cytotoxicity, usual class: inhibitors | AID 1345083, 2018 | 94,000 compounds, 6.6% hits | HEK 293 viability, ATP luminescence (CellTiter-Glo), 48-72 h; also: potency is read from the fitted curve at half-maximal effect; nearly all actives have a fitted effect of over 60% in size
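CellTiter-Glo luminescence (cellular ATP) was read after 48 or 72 hr of compound exposure at 37 degree Celsius. Cells were HEK 293 plated at 250 cells/well.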
GPT2 inhibitor: Primary qHTS assay for inhibitors of Glutamate pyruvate transaminase 2 (GPT2); Alanine aminotransferase 2 (Homo sapiens), Q8TD30; Recombinant GPT2, coupled pyruvate oxidase/HRP Amplex Red fluorescence; Potency, µM (doses to about 57.7 µM), inactives show at the top dose activity change, negative = inhibition, most hits filed as inhibitors; 100,000 compounds, 0.25% hits; AID 1671188, 2021; also: potency is read from the fitted curve at half-maximal effect; nearly all actives have a fitted effect of over 60% in size; many of its hits are not listed in these tables
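Inhibition is scored from Amplex Red fluorescence generated when pyruvate oxidase and HRP act on pyruvate released by GPT2. Reactions contain 10ng/uL enzyme, 250uM a-KG and 2mM L-alanine and run 30 min at room temperature.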
3T3 cytotox: Cytotoxic Profiling in NIH 3T3 Cell Line of Diverse Libraries Using Quantitative High-Throughput Screening | NIH 3T3 viability, CellTiter-Glo ATP luminescence, 48-72 h | Potency, µM (series often up to 96.7 µM), inactives show at the highest dose activity change, negative = cytotoxicity, actives largely listed as inhibitors | 94,000 compounds, 4.3% hits; also: potency is read from the fitted curve at half-maximal effect; nearly all actives have a fitted effect of over 55% in size
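Cytotoxicity is measured as loss of cellular ATP: NIH 3T3 cells (400/well) are exposed to compound for 48 or 72 hr at 37 °C, then CellTiter-Glo luminescence is imaged after 10 min at room temperature.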
SNCA viab count: GF-AFC viability counterscreen for inhibitors of alpha-synuclein gene (SNCA) expression; HEK-293-SNCA-luc viability, GF-AFC fluorescence, 24 h; 150,000 compounds, 0.12% hits; AID 1671193, 2021; Potency, µM (series often up to 57.1 µM), inactives show at the highest dose activity change, negative = cytotoxicity, actives largely listed as cytotoxic;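 also: potency is read from the fitted curve at half-maximal effect; 0% = DMSO-treated cells and -100% = medium-only wells without cells; nearly all actives have a fitted effect of over 30% in size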
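Cytotoxicity counterscreen: after 24 h compound treatment of genome-edited SNCA-luciferase HEK-293 cells, live-cell protease substrate GF-AFC read by fluorescence after 30 min; activity scaled between DMSO (0%) and medium-only (-100%), curves Hill-fitted.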
The depositor's hits bear a star; i = inactive; u = inconclusive; x = no result given; [ ] = another dose, or the depositor's remark. Unless noted, calls follow the shape of the dose curve; as a rule, active = well fitted curve in the direction sought with a large enough effect; inconclusive = small, poorly fitted or top-dose-only effect, or another doubt; inactive = no such curve, though single readings can be large; an effect the other way counts as inactive or inconclusive. Unless noted, % is scaled to controls: 0 for no effect and ±100 for the full control effect. Some of the compounds tested; count on the stated rates, not on these rows.

| No. | mol | IP6K1 inhibitor | GPT2 inhibitor | HEK cytotox | SNCA expr inhib | 3T3 cytotox | SNCA viab count | Luciferase inh |
| --- | --- | --- | --- | --- | --- | --- | --- | --- |
| 1 | O=C(Nc1ccc(-c2nnc3n2CCCC3)cc1)C1CCCCC1 | 21.0 | i | -6.4% | 73.3%[activator] | -14.7% | -3.9% | -7.6% |
| 2 | O=C(O)CCc1nnc2cnc3ccccc3n12 | 0.0 | x | x | -16.9% | x | 10.2% | x |
| 3 | COc1cccc(CNC(=O)c2ccc3c(c2)N(C(=O)c2ccc(F)cc2)CC3)c1 | 0.7 | -37.9% | u | u | u | -19.2% | 0.0% |
| 4 | CCc1cc(=O)[nH]c(SCc2nc(-c3ccc(C(F)(F)F)cc3)no2)n1 | 16.3 | x | x | 6.4% | x | 18.6% | x |
| 5 | CC(N[C@H]1CCCC[C@H]1NC(=O)c1ccc(Cl)cc1)c1cccc2ccccc12 (stereo partly drawn) | x | 4.4% | x | -6.0% | x | -0.3% | x |
| 6 | Cc1ccsc1C(=O)Nc1ccc2ncnc(N3CCCCC3)c2c1 | 4.7 | -1.3% | 31.6µM* | -1.1% | 35.5µM* | -21.1% | -12.1% |
| 7 | CCOC1CCN(C(=O)c2cnc(Cc3c(Cl)cccc3Cl)[nH]c2=O)CC1 | -21.5 | -0.6%[11.5 µM] | -1.6% | -9.9% | -12.8% | -0.5% | -5.0% |
| 8 | O=c1c2cc3c(cc2nc2sc(Nc4ccc(F)cc4F)nn12)OCO3 | -10.1 | x | x | u | x | 5.0% | x |
| 9 | CCC(=O)N1CCCc2cc(S(=O)(=O)Nc3ccc(C)c(C)c3)ccc21 | -4.7 | x | x | -9.6% | x | -2.0% | x |
| 10 | COc1ccccc1CNC(=O)CN(c1ccccc1OC)S(C)(=O)=O | -4.6 | x | x | 55.0%[activator] | x | 1.3% | x |
| 11 | CN(C)c1nccnc1OC1CCN(C(=O)CCc2ccccc2)C1 (stereo not drawn) | 11.3 | i | u | -8.1% | u | -9.4% | 1.1% |
| 12 | Cc1cccc(-c2nc(CSCC(=O)N3CCN(c4cccc(C)c4C)CC3)c(C)o2)c1 | 13.2 | x | x | 9.3% | x | 4.5% | x |
| 13 | COc1ccc(F)cc1-c1ccc(CN2CCC(NC(=O)C3CCCCC3)C2)cc1 (stereo not drawn) | -1.0 | x | 44.7µM* | x | 31.6µM* | x | x |
| 14 | CCN(CCCNC(=O)c1nn(-c2ccc(C)cc2)c(=O)c2c1c1ccccc1n2C)c1cccc(C)c1 | 6.0 | x | x | -2.2% | x | 10.2% | x |
| 15 | CCCCOc1nnc(-c2ccc(OCC)cc2)c2ccccc12 | -24.2 | x | x | -17.6% | x | -7.9% | x |
| 16 | COc1cccc(CN2CCc3c(cc(C(=O)N4CCOCC4)n3C)C2)c1 | -12.4 | i | -9.4% | 3.9% | -8.0% | -3.0% | -2.8% |
| 17 | Cc1ccc(Cl)cc1NC(=O)Cn1c(=O)c(CNc2ccccc2)cc2cc3c(cc21)OCCO3 | 1.5 | x | x | u | x | -20.4% | x |
| 18 | O=C(CCc1ccccc1)N1CCC(N2CC3CC(C2)[C@H]2CCCC(=O)N2C3)CC1 (stereo partly drawn) | 17.9 | u | 1.3% | -11.0% | i | 9.3% | -6.3% |
| 19 | Cc1ccc(-c2nc(CS(=O)(=O)CC(=O)N3CCN(c4ccccc4)CC3)c(C)o2)cc1 | 10.3 | x | x | -13.6% | x | -18.5% | x |
| 20 | COc1ccc([S+](=O)([O-])c2nnn3c2nc(NCc2ccncc2)c2ccccc23)cc1 | 7.6 | -26.5% | -28.7% | 33.4%[activator] | -12.5% | -4.5% | x |
| 21 | COc1ccc(C(=O)N2CCC(CC(=O)NCc3ccccc3)C2)cc1 (stereo not drawn) | -0.1 | 1.3% | 13.4% | -4.1% | i | -2.8%[12.5 µM] | -6.5% |
| 22 | Cc1cccc(N2CCN(C(=O)CCCCn3c(=O)[nH]c4ccsc4c3=O)CC2)c1C | -3.1 | x | x | u | x | -4.8% | x |
| 23 | CCOc1ccc(C(=O)NCC(c2cccs2)S(=O)(=O)c2ccccc2)cc1 (stereo not drawn) | 3.5 | x | x | -12.2% | x | 2.4% | x |
| 24 | CC1(C)N=C(c2ccccc2)C(=O)N1CC(=O)NC1CCCC1 | 0.8 | 1.9% | 3.3% | -10.5% | -13.3% | -19.2%[12.5 µM] | -5.2% |
| 25 | O=C(CN1CCCc2nc(-c3ccccc3)ncc2C1=O)NCCc1c[nH]c2ccccc12 | 3.6 | 2.5% | u | 2.2% | u | -2.4% | -7.7% |
| 26 | COc1cc(NC(=O)N2CCC3(CC2)Nc2cc(F)ccc2-n2cccc23)cc(OC)c1OC | -6.5 | x | x | u | x | -28.0% | x |
| 27 | O=C(NCc1ccc(F)c(F)c1)c1cn2cc(-c3ccccc3)sc2n1 | -20.1 | -2.3% | u | 27.1% | u | -1.3% | x |
| 28 | O=C(Nc1ccccc1Cl)c1cnc2ccc(C3CCNCC3)cn12 | 1.6 | 0.6% | x | x | x | -7.7% | x |
| 29 | CN1CCCC1COc1ccc2c(n1)CN(Cc1ccc(F)cc1)C(=O)CO2 (stereo not drawn) | -8.0 | -23.4%[88.5 µM] | -15.9%[172 µM] | -11.3%[87.6 µM] | u | -4.7%[87.6 µM] | 5.2%[172 µM] |
| 30 | CSc1ncc(C(=O)Nc2ccc(C)c(Cl)c2)c(-c2ccccc2)n1 | 2.0 | x | x | 36.7%[activator] | x | -2.5% | x |
| 31 | C[C@@H](O[C@H]1OCCN(Cc2n[nH]nc2CN(C)C)[C@H]1c1ccc(F)cc1)c1cc(C(F)(F)F)cc(C(F)(F)F)c1 | 1.9 | -22.4% | x | x | x | u | x |
| 32 | CCc1noc(-c2cn(C3CCN(C(=O)c4sccc4C)CC3)nn2)n1 | 10.3 | i | -13.7% | -18.2% | -29.5% | 3.2% | -6.1% |
| 33 | O=C(Cn1ccn2nc(-c3ccc(F)cc3)c(CO)c2c1=O)NCc1ccccc1Cl | 2.8 | -11.4% | u | -4.0% | -7.3% | 17.5% | 1.8% |
| 34 | COCCN1CCC(N2CCN(S(=O)(=O)c3cc(F)ccc3C)CC2)C1=O (stereo not drawn) | 6.1 | 1.2% | i | -11.5% | i | -12.1% | 0.2% |
| 35 | O=C(c1cccc(F)c1)N1CCCC2(C1)NC(=O)N(Cc1ccc(Cl)cc1)C2=O (stereo not drawn) | -3.1 | i | -26.0% | -15.6% | -20.3% | 5.3% | -4.9% |
| 36 | Cc1ccc(NC(=O)Cn2c(-c3nonc3N)nc3ccccc32)c(Br)c1 | 26.6 | x | x | 11.5% | x | -13.4% | x |
| 37 | CCc1noc(-c2cn(C3CCN(C(=O)c4cccc(C(F)(F)F)c4)C3)nn2)n1 (stereo not drawn) | -13.3 | i | -29.2% | 2.5% | u | 3.9% | 10.5% |
| 38 | Cc1cc(C)c2oc(-c3ccc(Cl)c(NC(=O)c4cccs4)c3)nc2c1 | -12.2 | x | x | 24.3% | x | 2.2% | x |
| 39 | CCN(CC)C(=O)Cn1c(=O)n(-c2ccc(C)c(C)c2)c(=O)c2c(C)c(C(=O)N(CC)CC)sc21 | 27.1 | x | x | -1.2% | x | -5.0% | x |
| 40 | O=C(O)C[C@@H]1CCN(C(=O)Cc2cccs2)C[C@@H]1CCN1CCN(c2ccc(F)cc2)CC1 | 0.4 | 1.4% | i | -21.3% | 0.7% | -0.4% | 8.7% |
| 41 | C=CCOc1c(OC)ccc2c1CN(Cc1ccco1)C(=O)CCN2CC(O)COCc1ccco1 (stereo not drawn) | -6.0 | x | u | x | u | x | x |
| 42 | CC(C)(C)c1nnc([C@H]2CCN(C(=O)C3CC3)C2)o1 | -11.9 | 3.1%[88.5 µM] | 1.8%[230 µM] | -23.8%[87.6 µM] | i | -4.1%[87.6 µM] | 2.5%[230 µM] |
| 43 | O=C(CCC[C@H]1NC[C@@H]2C[C@H]1CN(Cc1ccccc1)C2)Nc1ccc(N2CCOCC2)cc1 | -22.3 | 7.08µM* | 0.4% | 8.8% | -15.9% | -6.4% | u |
| 44 | CC(C)(C)CCN1CCCC(COc2ccccc2C(=O)N2CCOCC2)C1 (stereo not drawn) | 17.8 | i | -4.1% | -3.3% | -4.2% | 6.4% | 9.7% |
| 45 | O=C1COc2ccc(-c3cccc(OC(F)(F)F)c3)nc2CN1 | -8.4 | 3.4%[88.5 µM] | u | 51.9%[activator][87.6 µM] | -23.6%[138 µM] | 0.4%[87.6 µM] | u |
| 46 | Cc1ccc(NC(=O)c2nc(S(=O)(=O)Cc3ccc(F)cc3)ncc2Cl)cc1C | -14.1 | x | x | u | x | u | x |
| 47 | C=C1CC[C@@H](O)[C@]2(C)C[C@H]3OC(=O)C(=C)[C@H]3CC12 (stereo partly drawn) | 10.1 | i | x | x | x | -28.2% | x |
| 48 | COc1ccccc1CN1CC[C@H]2COC(=O)N2c2cc(C)ccc2C1 | -2.4 | i | i | -6.1%[87.6 µM] | i | 0.0%[87.6 µM] | -4.2%[172 µM] |

Among those listed so far, these contain a thiophene ring, fused or not.
| No. | mol | IP6K1 inhibitor | GPT2 inhibitor | HEK cytotox | SNCA expr inhib | 3T3 cytotox | SNCA viab count | Luciferase inh |
| --- | --- | --- | --- | --- | --- | --- | --- | --- |
| 6 | Cc1ccsc1C(=O)Nc1ccc2ncnc(N3CCCCC3)c2c1 | 4.7 | -1.3% | 31.6µM* | -1.1% | 35.5µM* | -21.1% | -12.1% |
| 22 | Cc1cccc(N2CCN(C(=O)CCCCn3c(=O)[nH]c4ccsc4c3=O)CC2)c1C | -3.1 | x | x | u | x | -4.8% | x |
| 23 | CCOc1ccc(C(=O)NCC(c2cccs2)S(=O)(=O)c2ccccc2)cc1 (stereo not drawn) | 3.5 | x | x | -12.2% | x | 2.4% | x |
| 32 | CCc1noc(-c2cn(C3CCN(C(=O)c4sccc4C)CC3)nn2)n1 | 10.3 | i | -13.7% | -18.2% | -29.5% | 3.2% | -6.1% |
| 38 | Cc1cc(C)c2oc(-c3ccc(Cl)c(NC(=O)c4cccs4)c3)nc2c1 | -12.2 | x | x | 24.3% | x | 2.2% | x |
| 39 | CCN(CC)C(=O)Cn1c(=O)n(-c2ccc(C)c(C)c2)c(=O)c2c(C)c(C(=O)N(CC)CC)sc21 | 27.1 | x | x | -1.2% | x | -5.0% | x |
| 40 | O=C(O)C[C@@H]1CCN(C(=O)Cc2cccs2)C[C@@H]1CCN1CCN(c2ccc(F)cc2)CC1 | 0.4 | 1.4% | i | -21.3% | 0.7% | -0.4% | 8.7% |
